# NS3 helicase inh: HCV NS3 helicase inhibition; NS3 helicase DNA unwinding, Cy5 molecular beacon fluorescence; inhibition, % at 10.9 µM; actives 0.56% (n = 290,000); AID 1800;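 active = inhibition above the mean of all tested compounds plus 3 SD, set per campaign, cut at about 35% in these data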;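 also: 0% = DMSO wells and 100% = thioflavine S control wells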
#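 Assay system: hepatitis C virus NS3 helicase domain fragment enzyme. Also added: annealed dual-labelled DNA beacon duplex, ATP-started. Timing: 1 h reaction at 25 °C, ATP-initiated. Technique: Cy5 fluorescence at 0 and 60 min, beacon hairpin quenching. Evaluation: % inhibition of unwinding. Replication: one well per compound.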
# VIM-2 inhibitor: inhibitors of Pseudomonas aeruginosa VIM-2 metallo-beta-lactamase; purified VIM-2, nitrocefin hydrolysis, epi-absorbance fluorescence; inhibition, % at 5.6 µM; actives 0.89% (n = 290,000); AID 1527;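 active = inhibition above the mean of all tested compounds plus 3 SD, cutoff set per screening run, cut at about 7.5% in these data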;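 also: red hydrolysis product quenches plate fluorescence so inhibitors raise well fluorescence; 0% = enzyme with DMSO and 100% = DMSO without enzyme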
# IDE inh: inhibitors of human insulin-degrading enzyme in cells; inhibition, % at 5.59 µM; actives 0.41% (n = 320,000); P14735; HEK cells, FAbetaB cleavage, fluorescence polarization;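 active = percent inhibition above the average of all tested compounds plus 3 SD, set per screening campaign, cut at about 16% in these data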;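 also: IDE supplied by intact live HEK cells; FP after avidin binding of uncleaved biotin substrate so inhibition keeps polarization high; 0% = DMSO wells and 100% = 60 µM reference IDE inhibitor Ii1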
# p-CIP stab down: compounds decreasing mouse p/CIP protein stability. decrease of EGFP signal, % at 10 µM. Q05BA5. AID 1984. F442A p/CIP-EGFP cells, EGFP fluorescence, 16 h. actives 0.01% (n = 290,000);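 active = EGFP signal decrease of at least 30% at 10 µM or well 3 SD below plate mean, unless failing retest; inactive = the rest, including hits failing retest or dose response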; also: some compounds called inactive have numbers as strong as hits; many of its hits are not listed in these tables
# SUMO HTRF inh: blocks human SUMOylation mediated by UBC9. P63279. HTRF SUMOylation assay, SAE1/SAE2 + UBC9, in vitro. inhibition, % at 35 µM. actives 0.36% (n = 290,000); in the data active = inhibition above about 50%, passing the limit was not always enough; also: strong numbers were not always called active
# Target sequence (P63279 whole entry, looked up): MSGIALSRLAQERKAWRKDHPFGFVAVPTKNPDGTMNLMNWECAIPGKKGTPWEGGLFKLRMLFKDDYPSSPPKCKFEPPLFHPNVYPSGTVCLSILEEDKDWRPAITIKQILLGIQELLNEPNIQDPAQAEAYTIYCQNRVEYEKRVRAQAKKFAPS
# CRFBP-R2 block: blocks CRF-induced signaling of the CRF-BP/CRF-R2 complex; HEK293 CRF-R2/CRF-BP, CRF-induced calcium fluorescence; inhibition, % at 11.8 µM; actives 0.59% (n = 350,000);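 active = inhibition of the ligand-induced calcium signal above about 50% at the single tested concentration, limit read from the data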
# IMP-1 inh: inhibitors of Pseudomonas aeruginosa IMP-1 metallo-beta-lactamase | purified IMP-1, nitrocefin hydrolysis, epi-absorbance fluorescence | inhibition, % at 5.6 µM | actives 0.45% (n = 290,000);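 active = inhibition above the mean plus 3 SD of all compounds in the same screening run, cut at about 4.5% in these data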;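 also: 0% = IMP-1 with DMSO and 100% = DMSO wells lacking enzyme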
#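 Material – recombinant IMP-1 enzyme, purified · Amount – IMP-1 0.2 nM before substrate addition · Medium – HEPES buffer pH 7.1 with ZnSO4 and Brij 35 · Timing – 25 °C, 15 min preincubation, 25 min reaction · Measured by – plate fluorescence quenching by hydrolysis product, ex 480/em 530 nm · Read-out – percent enzyme inhibition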
# IDE act: activators of human insulin-degrading enzyme in cells; HEK cells, FAbeta-B cleavage, fluorescence polarization; 0% vehicle, 100% cell-free pure enzyme wells; P14735; activation, % at 5.96 µM; actives 0.073% (n = 340,000);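 active = activation above the mean of all tested compounds plus 3 SD, set per screening campaign, cut at about 17% in these data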
# GalR3 antag: human GalR3 antagonism | O60755 | HEK293 GalR3-CNG cAMP membrane potential fluorescence; galR3 body fused to GalR1 C-terminus | inhibition, % at 3 µM | actives 0.44% (n = 360,000) | AID 651719;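 active = inhibition above the screen-wide average plus 3 SD, cut at about 13% in these data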;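 also: forskolin and galanin both at EC90 stimulate the cells; cAMP rise reported by CNG channel membrane potential dye signal; 0% = forskolin plus galanin with DMSO and 100% = forskolin alone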
# Target sequence (O60755 1-299 limits assumed): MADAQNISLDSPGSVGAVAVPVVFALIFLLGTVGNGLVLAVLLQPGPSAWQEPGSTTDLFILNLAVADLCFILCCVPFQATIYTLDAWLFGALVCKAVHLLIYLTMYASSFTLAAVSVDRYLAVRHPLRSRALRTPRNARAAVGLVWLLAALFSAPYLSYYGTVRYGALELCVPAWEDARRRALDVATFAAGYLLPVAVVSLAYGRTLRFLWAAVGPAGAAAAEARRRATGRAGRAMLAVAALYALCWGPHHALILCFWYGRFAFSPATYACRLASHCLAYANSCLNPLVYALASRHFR
# Active calls of the source: *; · = no result given.
SMILES,NS3 helicase inh,VIM-2 inhibitor,IDE inh,p-CIP stab down,SUMO HTRF inh,CRFBP-R2 block,IMP-1 inh,IDE act,GalR3 antag
COc1cc(C2C(N3C(=O)c4ccccc4C3=O)C(=O)N2c2cccc(C)c2)cc(OC)c1OC (stereo not drawn),8.1,-2.4,·,-14.6,22.6,·,-3.9,·,·
COc1ccc(S(=O)(=O)N(C(=O)c2ccco2)c2cc3sc(=O)oc3c3ccccc23)cc1,20.0,-2.5,9.8,-5.6,20.0,-19.8,-3.6,-28.0,3.2
CCCCOc1ccc(C(=O)Nc2ccc(N3CCN(C(C)=O)CC3)cc2)cc1,-1.6,-2.8,5.4,1.3,19.5,-12.0,-5.2,-1.4,0.3
CCC(CC)c1nnc(NC(=O)c2cc([N+](=O)[O-])ccc2N2CCCCC2)s1,5.0,-3.4,1.3,-6.1,2.8,-34.5,-4.6,4.0,-3.8
COc1ccc(Br)cc1CN(C)CC(=O)Nc1cc(Cl)cc(Cl)c1,-9.1,1.0,-6.6,-16.8,-4.7,-13.7,-2.2,3.4,-1.8
N#Cc1ccc(-c2ccccc2)nc1SCC(=O)c1cc2ccccc2oc1=O,17.9,-0.7,2.3,10.4,-0.8,0.7,-2.8,-6.3,0.8
CCOc1ccc(NC(=S)N(CCOC)C(C)c2ccco2)cc1 (stereo not drawn),-1.2,-2.1,6.9,-0.4,5.9,12.5,-2.6,5.0,-0.9
CCN(CC)c1ccc(Nc2nc(N3CCOCC3)c3ccccc3n2)cc1,-20.0,0.8,7.9,-12.5,0.0,-12.9,-7.7,2.7,-5.6
O=C(O)CN1C(=O)C2(OCCO2)c2cc(Br)ccc21,·,·,1.7,·,·,0.4,·,9.0,-4.5
O=c1[nH]c2cc3c(cc2cc1CN(Cc1ccco1)C(=S)NCCCN1CCOCC1)OCCO3,-35.8,-3.1,3.6,-11.0,22.5,-24.0,-0.9,5.2,-1.9
Cc1cc(C)cc(OCC(=O)NNC(=O)C2CCCO2)c1 (stereo not drawn),-1.3,-4.8,2.1,9.5,20.1,2.6,-2.8,-3.1,-8.9
NC(=O)C1CCN(C(=O)COc2ccc3c(c2)oc(=O)c2ccccc23)CC1,-9.4,11.7*,2.6,7.5,15.7,-2.3,-1.1,-0.5,-10.0
CN(C)c1ccc(NC(=O)c2ccc3nc[nH]c3c2)cc1,0.7,-3.6,1.9,-20.2,3.0,0.2,-2.7,4.5,11.9
CCCS(=O)(=O)N1CCn2c(nc3ccccc32)C1,3.4,-3.0,-2.0,-3.6,18.4,-17.2,-5.7,1.8,·
Nc1nc(C(=O)N2CCOCC2)nn1S(=O)(=O)c1ccccc1,2.4,-3.4,1.0,2.7,22.0,9.7,-4.1,1.5,-1.4
CC(OC(=O)c1cc(=O)[nH]c2ccccc12)C(=O)N1C(C)CCCC1C (stereo not drawn),·,·,1.2,·,·,6.1,·,0.3,-7.3
COCCn1nnnc1SCC(=O)c1ccccc1,-7.3,-1.7,3.1,-7.2,10.8,-6.8,-0.9,5.2,-2.9
CC(c1ccccc1)n1cnc2ccccc21 (stereo not drawn),8.4,-2.2,5.3,-14.1,19.6,-0.9,-0.8,6.0,-6.2
Cn1c(=O)oc2cc(S(=O)(=O)N3CCCC(C(=O)NCc4ccc5c(c4)OCO5)C3)ccc21 (stereo not drawn),3.5,2.0,1.6,-7.3,10.4,10.3,-4.4,3.4,7.9
CCc1ccc2cccc3c2c1N=CN3C,·,·,11.2,·,·,11.4,·,-3.4,-3.8
Cn1nc(-c2ccc(S(N)(=O)=O)s2)cc1C(F)(F)F,-5.1,-3.6,1.9,-9.7,8.9,18.7,-4.0,6.5,-6.1
CN(C)c1ccc(/C=N\NC(=O)c2ccc(Cn3cc(Cl)cn3)cc2)cc1,-3.5,-1.6,14.7,-1.7,3.4,-1.8,0.3,-5.3,-6.9
Cc1ccc(NNC(=O)c2cc(C)on2)c(C)c1,-1.7,-1.6,-3.7,-15.5,-9.0,2.1,-5.1,1.8,-2.0
Cc1cccc(C)c1NC(=O)N1C2CCC1CC(O)(c1cccnc1)C2 (stereo not drawn),7.2,1.4,2.2,-1.6,19.8,-1.5,-2.4,1.8,-4.2
CSc1ccc(CNc2nc3ccccc3n3cnnc23)cc1,-11.8,-4.7,-1.6,-19.3,20.5,-9.4,-3.8,4.5,-3.0

# An excerpt from above, reduced to NS3 helicase inh and IDE act:
smiles,NS3 helicase inh,IDE act
CCC(CC)c1nnc(NC(=O)c2cc([N+](=O)[O-])ccc2N2CCCCC2)s1,5.0,4.0
COc1ccc(Br)cc1CN(C)CC(=O)Nc1cc(Cl)cc(Cl)c1,-9.1,3.4

# (list continues)
SMILES,NS3 helicase inh,VIM-2 inhibitor,IDE inh,p-CIP stab down,SUMO HTRF inh,CRFBP-R2 block,IMP-1 inh,IDE act,GalR3 antag
O=C(c1cc2cc(F)ccc2[nH]1)N1CCc2ccccc2C1,-10.9,-1.1,2.3,-0.6,-1.2,-15.0,-5.4,2.3,-1.4
O=C(COC(=O)c1ccc(S(=O)(=O)N2CCCCC2)cc1)Nc1ccccc1,·,·,-2.8,·,·,7.5,·,2.1,-4.7
O=C1CCC[C@@H]2Cc3[nH]c4c(Cl)ccc(Cl)c4c3[C@@H]3CCN1[C@H]23,-35.4,0.7,2.4,-3.3,11.2,-9.9,-1.4,4.2,-2.6
COC(=O)C(O)(CC(=O)Nc1ccc(Cl)cc1F)C(F)(F)F (stereo not drawn),1.1,1.1,7.5,0.7,-0.9,-0.6,-1.7,-0.8,-6.4
CCN(CC(=O)NCc1cccs1)C(=O)c1cccc(S(=O)(=O)N2CCc3ccccc32)c1,-1.0,-1.7,5.6,8.4,3.5,-11.4,-1.3,-3.1,-0.6
CC(C)Oc1cccc(C(=O)Nc2ccc(CN3CCOCC3)cc2)c1,-2.0,-4.5,2.6,-4.7,-4.8,-8.0,-3.0,-4.0,-0.9
Cc1cc(-c2onc(C)c2C(=O)O)no1,0.7,-4.2,14.2,3.5,1.9,3.3,-3.0,0.5,-5.1
CCC(=O)Nc1ccnc(-c2cccnc2)n1,10.8,-0.8,0.3,-10.6,-1.7,-5.5,-2.0,-3.8,-7.5
Cc1ccc(/C=N/NC(=O)CC(=O)NCc2cccnc2)cc1,4.1,-2.9,0.9,9.2,-7.7,7.9,-0.7,-3.4,-9.0
O=C(Nc1ccc2c(c1)OCCO2)c1cccnc1,11.2,-1.5,3.0,10.1,16.1,17.2,-5.2,3.0,-3.9
COc1ccccc1C(=O)Nc1ccccc1N1CCOCC1,-4.1,-3.9,2.6,1.4,17.3,1.8,2.5,5.9,-3.9
CCOc1ccc(S(=O)(=O)Nc2ccc3c(c2)c2c(n3S(=O)(=O)c3ccc(OCC)cc3)CCCC2=O)cc1,-4.2,-2.9,1.0,-4.6,16.4,·,-3.8,·,1.9
C=CCOC(=O)C1=C[C@@H](c2ccccc2)C[C@@H](OCc2ccc(CO)cc2)O1,-7.8,-0.3,3.7,13.9,2.4,-9.0,0.7,-2.5,-4.2
Cc1cnc(NC(=O)CSc2nnc(COc3c(C)cccc3C)o2)s1,23.6,-4.0,5.1,-6.1,-5.7,-23.3,-1.8,-5.2,-0.2
Cc1cc(C)c(S(=O)(=O)c2ccccc2C)c(SCC(C)C)n1,-1.9,-2.0,5.5,-15.2,-7.8,27.8,-2.7,3.5,1.9
CC1CCN(c2ccccc2NC(=S)NC(=O)c2ccco2)CC1,1.4,-8.9,3.2,·,·,-4.2,0.1,5.7,-7.2
COc1cccc(CN(CC(=O)NC2CCCC2)C(=O)c2csnn2)c1,-5.8,-0.6,-0.3,-16.0,19.0,-6.4,-0.8,5.5,-7.9
CCN(CC)CCNC(=O)c1ccc(NC(=O)C2CC(=O)N(CCc3ccc(OC)c(OC)c3)C2)cc1 (stereo not drawn),·,·,0.5,·,·,1.4,·,-2.0,-3.6
CC(C)CNC(=O)c1cccc(NC(=O)c2ccccc2-c2ccccc2C(=O)O)c1,7.1,-1.7,6.8,3.7,0.6,16.3,-3.3,1.1,-5.0
Clc1cccc(Cl)c1CSc1nnc2ccccn12,0.9,1.9,-6.4,-1.1,0.0,10.5,-3.4,-2.4,-0.4
COC(=O)CN1C(=O)N/C(=C/c2ccc(OC)c(C)c2OC)C1=O,-4.8,-0.9,4.0,7.8,-9.5,5.5,0.0,2.7,-4.8
Cc1cc(NS(=O)(=O)c2ccc(NC(=O)c3ccc([N+](=O)[O-])s3)cc2)nc(C)n1,·,·,0.1,·,·,44.7,·,-0.7,-8.3
O=C(CN1CCC(Cc2ccccc2)CC1)NC(=O)NCc1ccccc1,-16.5,1.5,-3.1,-5.9,-12.9,-0.2,-0.7,-0.7,-5.4
COc1ccccc1N1CCN(C(=O)c2cc3c(-c4ccc(Cl)cc4)nn(C)c3s2)CC1,-10.6,2.0,0.2,10.1,-10.0,19.7,-3.1,4.6,-3.5
COc1cccc(NC(=O)C2CCN(S(=O)(=O)c3ccc4c(c3)C(C)(C)C(=O)N4C)CC2)c1,23.7,1.6,2.0,0.8,6.4,8.3,1.1,6.0,1.6

# Additional entries follow:
SMILES,NS3 helicase inh,VIM-2 inhibitor,IDE inh,p-CIP stab down,SUMO HTRF inh,CRFBP-R2 block,IMP-1 inh,IDE act,GalR3 antag
N#C/C(=C\c1ccc(Cl)cc1)c1nc2ccccc2o1,1.1,-2.5,5.6,-5.0,1.3,-5.5,-1.7,-0.8,5.0
CC(C(=O)Nc1ccc2c(c1)OCO2)N(c1ccc(Cl)cc1)S(C)(=O)=O (stereo not drawn),-5.9,-2.6,4.8,5.4,-15.4,-7.5,-4.4,-3.1,2.6
CCN(CC)N=Nc1cccc(NC(C)=O)c1,7.7,-3.2,4.6,11.5,10.9,4.7,-1.9,-1.3,-5.6
C=CC[C@H](CC(=O)N[C@H](CO)Cc1ccccc1)C(=O)N[C@@H](COC(=O)[C@H](CC=C)CC(=O)OC(C)(C)C)Cc1c[nH]c2ccccc12,·,·,5.6,·,·,-8.7,·,9.8,-3.5
Cc1ccc2[nH]c(C(=O)N/N=C/c3ccccc3O)c(C)c2c1,22.3,-0.9,5.1,13.8,17.3,-17.7,-2.9,-1.2,-7.3
Cn1c(/C=N/NC(=O)c2ccccc2)nc2ccccc21,-2.2,-0.7,-1.0,4.9,26.8,16.5,-1.9,-4.8,-1.9

# Sorted by heavy-atom count (rising): part of the list above.
SMILES,NS3 helicase inh,VIM-2 inhibitor,IDE inh,p-CIP stab down,SUMO HTRF inh,CRFBP-R2 block,IMP-1 inh,IDE act,GalR3 antag
CCN(CC)N=Nc1cccc(NC(C)=O)c1,7.7,-3.2,4.6,11.5,10.9,4.7,-1.9,-1.3,-5.6
N#C/C(=C\c1ccc(Cl)cc1)c1nc2ccccc2o1,1.1,-2.5,5.6,-5.0,1.3,-5.5,-1.7,-0.8,5.0
CC(C(=O)Nc1ccc2c(c1)OCO2)N(c1ccc(Cl)cc1)S(C)(=O)=O (stereo not drawn),-5.9,-2.6,4.8,5.4,-15.4,-7.5,-4.4,-3.1,2.6

# High-throughput results (PubChem BioAssay)

# Not a hit list, and some 3.2% of all compounds hit somewhere here.
